# High-throughput results as filed in PubChem BioAssay.
# HP1b binding inh = inhibitors of HP1-beta chromodomain binding to methylated histone tails. AID 540317. P83916. Potency, µM (doses to about 114 µM), inactives show top-dose activity change, negative = inhibition, hits mostly inhibitors. actives 0.56% (n = 390,000). AlphaScreen HP1-beta / biotin-H3K9me3 peptide binding; note: nearly all actives have a fitted effect of over 70% in size; inactives centre near 23
#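 HP1-beta protein (50 nM final) preincubated 30 min at room temperature with biotinylated H3(1-18)K9me3 peptide (50 nM) in PBS pH 7.4, 0.01% Tween-20, then compound added for 30 min. AlphaScreen streptavidin donor/nickel chelate acceptor beads (10 ug/mL final), 30 min dark, luminescence read.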
# BLM inh = blocks DNA unwinding by human BLM helicase | P54132 | recombinant BLM DNA unwinding, fluorescence dequenching | Potency, µM (titrated, usually from 56.1 µM), for the others: at the top dose activity change, negative = inhibition, actives largely listed as inhibitors | actives 0.2% (n = 350,000);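 note: plate controls were vehicle for no effect and no enzyme for full effect; nearly all actives have a fitted effect of over 35% in size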
# Pin1 inh = blocks the human prolyl isomerase Pin1; Potency, µM (titrated, usually from 115 µM), for the others: at the top dose activity, negative = inhibition, usual class: inhibitors; Pin1 FP peptide displacement, HiFluor488, 10 min; actives 0.009% (n = 390,000); active = well fitted inhibition curve with a large enough effect in the polarisation, with a control signal flat, not every such curve was filed as active; inconclusive = small, poorly fitted or top-dose-only effect, or effect the other way, or a change in a side signal; inactive = no such curve, though single readings can be large or run the other way; the % refers to the polarisation; note: % is set by controls: 0 for no effect and ±100 for the full control effect
# G9a inh = blocks human histone lysine methyltransferase G9a | G9a H3K9 monomethylation, AlphaScreen, 2 h | Potency, µM (series often up to 102 µM), without a hit: at the top dose activity, negative = inhibition, most hits filed as inhibitors | actives 8.8% (n = 350,000) | AID 504332; note: % is set by controls: 0 for no effect and ±100 for the full control effect; nearly all actives have a fitted effect of over 75% in size
#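 Signal arises when biotinylated H3K9 peptide, once monomethylated, bridges streptavidin donor and antibody-captured acceptor beads. Enzyme at 20 nM was preincubated 15 min with test compounds; peptide 500 nM and SAM 20 uM then reacted for 2 h.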
# BAZ2B inh = inhibitors of human BAZ2B bromodomain. Potency, µM (series often up to 114 µM), without a hit: at the top dose activity change, negative = inhibition, most hits filed as inhibitors. actives 4.4% (n = 360,000). AID 504333. Q9UIF8. AlphaScreen BAZ2B-H3K14Ac peptide displacement; note: % is set by controls: 0 for no effect and ±100 for the full control effect; nearly all actives have a fitted effect of over 60% in size
#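 AlphaScreen displacement of biotin-H3(5-23)K14Ac peptide (50 nM final) from BAZ2B (50 nM final) in PBS pH 7.4, 0.01% Tween-20; complex preformed 30 min RT, then compounds (top 110 uM) 30 min RT, beads 20 min dark.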
# POLI inh = DNA polymerase iota (human) inhibition; Q9UNA4; Pol iota fluorescent replication assay, 10 min; Potency, µM (highest dose often 115 µM), inactives show top-dose activity, negative = inhibition, most hits filed as inhibitors; actives 1% (n = 390,000); AID 588590
#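 Pol iota at 10 nM preincubated 15 min with compounds at room temperature; reaction started with fluorescent substrate, 50 nM final. Fluorescence read kinetically at 0 and 10 min; buffer-only wells as negative control.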
# Tb PGK inh = blocks T. brucei phosphoglycerate kinase; PGK/GAPDH coupled, Kinase-Glo luminescence, 60 min; actives 0.043% (n = 380,000); Potency, µM (doses to about 57.5 µM), without a hit: at the top dose activity change, negative = inhibition, actives largely listed as inhibitors; P07378; note: % is set by controls: 0 for no effect and ±100 for the full control effect; nearly all actives have a fitted effect of over 60% in size
#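 Recombinant glycosomal PGK reaction used 1,3-bisphosphoglycerate generated in-well by GAPDH (100nM final) in 100mM TEA pH 7.6, 5mM MgCl2, 0.01% Tween-20. After 60 minutes at room temperature, ATP was read by Kinase-Glo Plus luminescence end-point.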
# JMJD2A Tudor inh = JMJD2A Tudor domain (human) inhibition. O75164. AlphaScreen JMJD2A-Tudor / H3K4me3 peptide binding. Potency, µM (top dose mostly 114 µM), without a hit: top-dose activity change, negative = inhibition, usual class: inhibitors. actives 4.4% (n = 390,000). AID 504339; note: % is set by controls: 0 for no effect and ±100 for the full control effect; nearly all actives have a fitted effect of over 50% in size
# GLS inh = inhibitors of human glutaminase (GLS); actives 0.21% (n = 410,000); Potency, µM (highest dose often 45.5 µM), for inactives: top-dose activity change, negative = inhibition, actives largely listed as inhibitors; AID 624170; GLS enzymatic activity, qHTS titration; note: % is set by controls: 0 for no effect and ±100 for the full control effect
#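 hKGA in 45 mM KH2PO4 pH 8.2, 0.02% Tween-20 with pin-transferred compounds; 1 mM L-glutamine (stock) plus glutamate oxidase/HRP/Amplex Red coupling added. Fluorescence read initially and after 30 min at RT.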
# * = called active by the depositor; i = inactive; u = inconclusive; x = no result given; [ ] = dose if it differs, or a comment. Unless noted, calls come from the whole dose curve; as a rule, active = well fitted curve in the direction sought with a large enough effect; inconclusive = small, poorly fitted or top-dose-only effect, or another doubt; inactive = no such curve, though single readings can be large; an effect the other way counts as inactive or inconclusive. Potency is the fitted concentration of half-maximal effect.
SMILES	HP1b binding inh	BLM inh	Pin1 inh	G9a inh	BAZ2B inh	POLI inh	Tb PGK inh	JMJD2A Tudor inh	GLS inh
Cc1ccc(S(=O)(=O)Nc2nc3ccc(S(=O)(=O)N4CCCC4)cc3s2)cc1	5%	-9%	2%	u	-3%	4%	-1%	-14%	27%
COC(C(=O)N/N=C(\C)c1ccc(C(C)(C)C)cc1)c1ccccc1 (centres undefined)	1%	-6%	-4%	x	-10%	151%[activator]	-7%	-31%	9%
O=C(CN1C(=O)c2ccccc2S1(=O)=O)c1ccc(F)cc1	60%[activator]	0%	0%	8%	-5%	19%	i	-11%	3%
COc1ccc(CN2CCNC(=O)C2CC(=O)NCCc2c[nH]c3ccccc23)c(OC)c1 (centres undefined)	33%	6%	-26%	-3%	-27%	131%[activator]	i	0%[57.1 µM]	-1%
COc1ccc(CNC(=O)C2CCN(S(=O)(=O)c3c(C)noc3/C=C/c3ccccc3F)CC2)cc1	14%[57 µM]	2%	-12%	22%[59 µM]	-2%	-13%	9%	-18%	5%
COc1ccc(CNC(=O)c2ccc(NC(=O)C3=CSCCO3)cc2)cc1	20%[57 µM]	0%	2%	-2%	3%	20%	i	2%	5%
O=C(Cn1cc(C(=O)c2ccccc2)c(=O)c2cc3c(cc21)OCCO3)Nc1ccc(F)c(F)c1	28%	-2%	6%	-1%[59 µM]	-4%	16%	-3%	-22%	6%
CCOCC(=O)Nc1ccccc1C(=O)O	36%	-2%	-3%	x	-14%	47%[activator]	-8%	-1%	4%
C=CCOC(=O)CC(NC(=O)c1ccccc1)c1ccccc1 (centres undefined)	38%[activator]	-2%	-5%	-5%[12.7 µM]	10%	19%	-1%	-6%	-3%
Cc1nc2sc3c(c2c(=O)n1/N=C/c1ccco1)CCCC3	9%	-6%	1%	6%[12.7 µM]	8%	14%	x	-23%	3%
COC(=O)c1c(NC(C)=O)sc(C(=O)Nc2ccccc2F)c1C	-14%	3%	1%	x	-5%	17%	11%	u	-13%
CC1CCN(C(=O)CSc2nc3ccccc3nc2Cc2ccccc2)CC1	53%[activator][57 µM]	-9%	1%	18%[59 µM]	23%	2%	-1%	22%	-4%
CCOc1ccccc1C(=O)Oc1ccc2ccc(=O)oc2c1	46%[activator]	-2%	-3%	16%	6%	-5%	-5%	-4%	6%
COc1cccc(Cn2nc(SC)c(S(=O)(=O)c3ccccc3)c2N(C(C)=O)C(C)=O)c1	40%[activator]	-4%	9%	-2%[59 µM]	-3%	1%	-2%	1%	25%
O=c1[nH][nH]c(-c2ccccc2O)c1C(C[N+](=O)[O-])c1cccc(Cl)c1 (centres undefined)	38%	-10%	-2%	-7%[59 µM]	-29%	13%	1%	6%	6%
Cc1ccc(/C=C/C(=O)O)cc1S(=O)(=O)NCC1CCCO1 (centres undefined)	31%	-1%	2%	-45%	-14%	94%[activator]	-1%	-17%[11.4 µM]	-7%
Cc1ccc(CNC(=O)C2CCN(S(=O)(=O)N3CCC4(CC3)OCCO4)CC2)cc1	16%	0%	6%	15%	-1%	0%	0%	-4%	5%
C/C(CC(=O)N1CCN(C=O)CC1)=N\NC(=O)c1ccc(Br)cc1	20%	0%	-2%	-22%	-26%	-26%	1%	-6%	16%
CCOC(=O)c1nnc(-c2ccccc2)nc1NCc1ccccc1	-6%	-4%	-2%	6%[59 µM]	-31%	0%	i	-32%	6%
CN(C)CC(C)(C)CNC(=S)Nc1cc(S(=O)(=O)N2CCOCC2)ccc1Cl	24%	-4%	-2%	u	-1%	30%	1%	-13%	-17%
Cc1ccc(Sc2c(C)nn(C(=O)COc3ccc(F)cc3)c2C)cc1	20%	-6%	3%	-13%[59 µM]	1%	-12%	0%	24%	0%
CN(C)S(=O)(=O)c1cccc(C(=O)NC2CCCc3ccccc32)c1 (centres undefined)	14%	-3%	1%	-1%	1%	52%[activator]	3%	3%	-1%
Cc1cccc(N2C(=O)CSC23C(=O)N(C)c2ccccc23)c1 (centres undefined)	37%	-1%	-8%	u	-10%	17%	-3%	-11%	-9%
O=C1C2C3C=CC(C3=C3CCCCC3)C2C(=O)N1Cc1ccccc1 (centres undefined)	48%[activator]	-13%	u	u	14%	23%	x	-4%	8%
C=CCCCOc1ccc(C(=O)O)cc1	34%	-2%	6%	4%[59 µM]	-6%	33%[activator]	-1%	-17%	-2%
Cc1ccc(NC(=O)[C@H](C)NC(=O)C2CCN(C(=O)[C@@H](N)CC(C)C)CC2)cc1	41%[activator]	-2%	-7%	u	3%	-22%	-8%	2%	-2%
C/C=C1\NC(=O)[C@H](CC(N)=O)N(C)C(=O)C([C@@H](C)O)NC(=O)C(CCCc2ccc(OC)cc2)NC(=O)[C@H](C(C)C)NC(=O)/C(=C\C)NC(=O)[C@H](O)[C@@H](C[C@@H](O)CCCCCCC)NC(=O)[C@H](C)NC(=O)CN(C)C(=O)[C@H](CCC(N)=O)NC1=O (some centres undefined)	33%	x	-4%	x	x	u	-15%	-5%	-4%
O=c1ccn(Cc2ccccc2)c(=O)n1Cc1ccccc1	26%	-3%	2%	-2%[59 µM]	4%	9%	-9%	3%	-6%
COc1ccc(Nc2nc(NCc3ccco3)nc(N3CCOCC3)n2)cc1	u	-7%	0%	u	u	44%[activator]	i	u	1%
O=C(NCc1ccccc1Cl)C1CCCN1S(=O)(=O)c1ccc(F)cc1 (centres undefined)	54%[activator]	1%	-9%	21%	-6%	4%	-10%	7%	7%

# (continued)
# Screens by letter – A = HP1b binding inh; B = BLM inh; C = Pin1 inh; D = G9a inh; E = BAZ2B inh; F = POLI inh; G = Tb PGK inh; H = JMJD2A Tudor inh; I = GLS inh
Structure: Nc1cc(=O)[nH]c(SCC(=O)NCCC2=CCCCC2)n1
  A: 18%; B: x; C: 0%; D: x; E: x; F: 14%; G: -6%; H: -1%; I: -4%
Structure: CCc1nnc(NC(=O)CSc2nc(-c3ccccc3)cc(-c3ccc(F)cc3)c2C#N)s1
  A: 9%; B: -1%; C: u; D: 50%[activator]; E: 7%; F: -11%; G: -3%; H: -2%; I: 5%
Structure: Cc1nc(N2CCN(C)CC2)c2c3c(sc2n1)CCCC3
  A: 11%; B: 5%; C: -5%; D: -6%; E: -2%; F: -1%; G: i; H: -13%; I: -9%
Structure: CCOC(=O)c1ccc(NC(=O)c2cc3c(=O)n(C)c4ccccc4c3n2C)cc1
  A: 25%; B: -8%; C: 3%; D: -4%[59 µM]; E: -6%; F: u; G: -1%; H: -19%; I: 0%
Structure: Cn1c(CCC(N)=O)nnc1SCC(=O)Nc1cc(S(=O)(=O)N2CCCC2)ccc1Cl
  A: 8%; B: x; C: -1%; D: u; E: 8%; F: 25%; G: 2%; H: -14%; I: 3%
Structure: CCCOc1ccc(C2C(=O)N(C3CCC(C)CC3)CC(=O)N2Cc2cccc(OC)c2)cc1OC (centres undefined)
  A: 44%[activator]; B: -2%; C: -2%; D: 6%[59 µM]; E: -1%; F: -6%; G: -8%; H: -9%; I: 6%
Structure: CCCC(=O)Nc1c2c(nn1-c1cccc(Cl)c1)CS(=O)(=O)C2
  A: 32%; B: 1%; C: -9%; D: 1%; E: -14%[57.1 µM]; F: -16%; G: i; H: 1%; I: -6%
Structure: CN1CCN(S(=O)(=O)c2cc([N+](=O)[O-])ccc2N2CCCCCC2)CC1
  A: -30%; B: -1%; C: -3%; D: x; E: u; F: 5%; G: -6%; H: -8%[11.4 µM]; I: -16%
Structure: CCN(CC)C(=O)CSc1nnc(COc2ccccc2)n1CC
  A: 20%; B: 2%; C: 0%; D: u; E: 1%; F: 9%; G: -8%; H: -7%; I: 13%
Structure: CCn1c(SCC(=O)Nc2ccc(C(C)=O)cc2)nc2ccccc21
  A: 26%; B: -5%; C: 2%; D: -16%[2.33 µM]; E: -2%; F: 15%; G: 2%; H: -9%; I: -6%
Structure: COc1ccc(N/C(N)=N/c2nc(CSc3nnc(C)s3)cc(=O)[nH]2)cc1
  A: 44%[activator]; B: -3%; C: -1%; D: 4%; E: 8%; F: -9%; G: -7%; H: 7%[11.4 µM]; I: 1%

# Part of the list above, reformatted.
# Results follow in this order: HP1b binding inh	BLM inh	Pin1 inh	G9a inh	BAZ2B inh	POLI inh	Tb PGK inh	JMJD2A Tudor inh	GLS inh
Nc1cc(=O)[nH]c(SCC(=O)NCCC2=CCCCC2)n1
  18%	x	0%	x	x	14%	-6%	-1%	-4%
CCc1nnc(NC(=O)CSc2nc(-c3ccccc3)cc(-c3ccc(F)cc3)c2C#N)s1
  9%	-1%	u	50%[activator]	7%	-11%	-3%	-2%	5%
Cc1nc(N2CCN(C)CC2)c2c3c(sc2n1)CCCC3
  11%	5%	-5%	-6%	-2%	-1%	i	-13%	-9%
CCOC(=O)c1ccc(NC(=O)c2cc3c(=O)n(C)c4ccccc4c3n2C)cc1
  25%	-8%	3%	-4%[59 µM]	-6%	u	-1%	-19%	0%
Cn1c(CCC(N)=O)nnc1SCC(=O)Nc1cc(S(=O)(=O)N2CCCC2)ccc1Cl
  8%	x	-1%	u	8%	25%	2%	-14%	3%
CCCOc1ccc(C2C(=O)N(C3CCC(C)CC3)CC(=O)N2Cc2cccc(OC)c2)cc1OC (centres undefined)
  44%[activator]	-2%	-2%	6%[59 µM]	-1%	-6%	-8%	-9%	6%
CCCC(=O)Nc1c2c(nn1-c1cccc(Cl)c1)CS(=O)(=O)C2
  32%	1%	-9%	1%	-14%[57.1 µM]	-16%	i	1%	-6%

# A portion of the library. The share of hits here may be higher or lower than overall.
